High-throughput results: PubChem BioAssay, National Center for Advancing Translational Sciences (NCATS)
BRCA1 expr up – increases BRCA1 expression; MCF7-BRCA1-FFLuc reporter, luminescence, 48 h; response scale: scaled: vehicle 0%, 10 µM genistein 100%; Potency, µM (titrated, usually from 46.1 µM), without a hit: at the top dose activation, hits mostly activators; actives 1.1% (n = 380,000); AID 624202; note: potency is the fitted concentration of half-maximal effect; nearly all actives have a fitted effect of over 80% in size; some results filed as inactive show a strong effect at the top dose
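Activators of BRCA1 expression were detected as increased firefly luciferase luminescence in engineered MCF7 cells after 48 h compound incubation. Signals were scaled to genistein 10 microM as full activation.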
FLuc modulator – firefly luciferase modulation, counter-screen for miR-21 project; Potency, µM (highest dose often 57.5 µM), for inactives: at the highest dose activity change, negative = inhibition, most hits filed as inhibitors; AID 588342; purified FLuc, Km substrates, luminescence inhibition; actives 6.9% (n = 360,000);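 note: potency is the fitted concentration of half-maximal effect; plate controls were vehicle for no effect and reference inhibitor for full effect; nearly all actives have a fitted effect of over 55% in size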
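Purified P. pyralis luciferase, 10 nM final, with Km-level 10 uM D-luciferin and 10 uM ATP in 50 mM Tris acetate pH 7.5, 10 mM Mg acetate, 0.01% Tween-20, 0.05% BSA; 6-point qHTS titration about 60 µM downward; luminescence read.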
NPC1 prom act – activators of NPC1 promoter | Huh7 NPC1 promoter luciferase reporter, 24 h | Potency, µM (top dose mostly 9.22 µM), without a hit: at the top dose activation, most hits filed as activators | actives 2.4% (n = 320,000);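 note: potency is the fitted concentration of half-maximal effect; % of control where 0% means no effect; nearly all actives have a fitted effect of over 60% in size; reporter is driven by a mutant NPC1 promoter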
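Luminescence read-out of NPC1 promoter-driven luciferase in stably transfected Huh7 cells; compounds delivered in DMSO and left 24 h at 37C, 5% CO2, qHTS titration format.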
p53 reactivation – mutant p53 re-activation in reporter cells | H1299 p53-A138V BP100-luciferase reporter, luminescence, 24 h | Potency, µM (highest dose often 92.2 µM), for the others: at the highest dose activity change, positive = activation, hits mostly activators | actives 0.063% (n = 320,000) | AID 504706; note: potency is the fitted concentration of half-maximal effect; % of control where 0% means no effect; nearly all actives have a fitted effect of over 45% in size
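p53-null H1299 cells stably carrying temperature-sensitive p53-A138V and a BP100-luciferase reporter were pinned with compounds (4-point, 1:5 series) and held 24 hrs at 37 deg C. Luminescence was read 10 min after detection reagent.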
Giardia killer – kills Giardia lamblia. actives 0.15% (n = 340,000). activity change, % at 7.66 µM, hits read low. Giardia lamblia trophozoite viability; in the data active = activity change below about -80%; inconclusive = between about -30% and that limit;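 note: parasites exposed to compound for two days anaerobically before the ATP read; % is set by controls: 0 for no effect and ±100 for the full control effect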
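Anaerobic 48 hrs incubation at 37 deg C of 100 trophozoites/well with test compounds; ATPLite 1-Step luminescence, 15-30 min RT, reports cellular ATP as viability.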
PKM2 act – PKM2 (human) enzyme activation | actives 0.34% (n = 260,000) | purified PKM2, Kinase-Glo ATP luminescence, activation; response scale: 0% is enzyme alone, no compound | Potency, µM (top dose mostly 57.5 µM), without a hit: at the highest dose activation, hits mostly activators; note: potency is the fitted concentration of half-maximal effect; % is set by controls: 0 for no effect and ±100 for the full control effect; nearly all actives have a fitted effect of over 55% in size
Target sequence (P14618 whole entry, looked up): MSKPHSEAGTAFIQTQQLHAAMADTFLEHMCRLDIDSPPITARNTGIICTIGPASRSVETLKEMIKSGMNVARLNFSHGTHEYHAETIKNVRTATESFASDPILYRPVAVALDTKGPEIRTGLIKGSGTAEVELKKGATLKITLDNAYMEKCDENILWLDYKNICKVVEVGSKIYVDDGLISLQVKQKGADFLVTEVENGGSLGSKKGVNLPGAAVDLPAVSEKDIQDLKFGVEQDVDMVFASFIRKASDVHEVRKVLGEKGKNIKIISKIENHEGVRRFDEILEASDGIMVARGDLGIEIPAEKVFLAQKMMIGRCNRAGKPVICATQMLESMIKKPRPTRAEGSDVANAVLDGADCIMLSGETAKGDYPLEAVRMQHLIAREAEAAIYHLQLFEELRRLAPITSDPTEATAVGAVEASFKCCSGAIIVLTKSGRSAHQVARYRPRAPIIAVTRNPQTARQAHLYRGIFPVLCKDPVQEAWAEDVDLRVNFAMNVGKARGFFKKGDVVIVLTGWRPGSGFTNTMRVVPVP
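ATP formation by purified human PK-M2, quantified via coupled luciferase luminescence after 1 h at room temperature with 0.1 mM ADP and 0.5 mM PEP final.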
ELG1 genotox – induces genotoxicity in HEK293T cells with luciferase-tagged ELG1. Potency, µM (doses to about 46 µM), without a hit: top-dose activity change, positive = activation, most hits filed as activators. actives 1.3% (n = 330,000). HEK293T ELG1-luciferase reporter, luminescence, 16 h; note: potency is the fitted concentration of half-maximal effect; % of control where 0% means no effect; nearly all actives have a fitted effect of over 60% in size
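Screening used a luciferase reporter fused to human ELG1 in HEK293T cells. Luminescence was read on a CCD plate imager after 16 hr exposure and 30 min ONE-Glo incubation.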
Rab9 promoter act – activators of Rab9 promoter; Huh7 Rab9 promoter-luciferase reporter, luminescence, 24 h; Potency, µM (series often up to 9.22 µM), inactives show at the top dose activation, negative = inhibition, hits mostly activators; actives 2.8% (n = 320,000); note: potency is the fitted concentration of half-maximal effect; % of control where 0% means no effect; nearly all actives have a fitted effect of over 60% in size
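Huh7 cells stably carrying Rab9 promoter–luciferase reporter, plated 1500 cells/well, compound added after 2 h and incubated 24 h at 37 °C; luciferase luminescence then read after 10 min with detection reagent.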
Menin MLL FP TR – menin-MLL binding inhibition, Texas Red mutant peptide; O00255; Menin + Texas Red MLL mutant peptide, fluorescence polarization; Potency, µM (highest dose often 61.6 µM), for inactives: at the highest dose FP activity change, negative = inhibition, usual class: inhibitors; actives 0.23% (n = 270,000); AID 1768; active = well fitted inhibition curve with a large enough effect in the polarisation, with a control signal flat, not every such curve was filed as active; inconclusive = small, poorly fitted or top-dose-only effect, or effect the other way, or a change in a side signal; inactive = no such curve, though single readings can be large or run the other way; the % refers to the polarisation; note: potency is the fitted concentration of half-maximal effect; % of control where 0% means no effect; many of its hits are not listed in these tables
VP16 counter – inhibits Gal4-VP16 luciferase reporter, ROR gamma counter-screen. Potency, µM (titrated, usually from 53.6 µM), without a hit: at the highest dose activity, negative = inhibition, actives largely listed as inhibitors. Drosophila S2 Gal4-VP16 UAS-luciferase, luminescence, 20 h. actives 3.5% (n = 310,000);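 note: Gal4-VP16 expression switched on by copper sulfate through the metallothionein promoter; potency is the fitted concentration of half-maximal effect; % is set by controls: 0 for no effect and ±100 for the full control effect; nearly all actives have a fitted effect of over 50% in size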
RORg inh – blocks mouse ROR gamma transcriptional activity; P51450; Drosophila S2 Gal4-RORgamma UAS-luciferase reporter, 20 h; Potency, µM (series often up to 53.6 µM), inactives show top-dose activity change, negative = inhibition, hits mostly inhibitors; actives 5.4% (n = 310,000); AID 2551; note: potency is the fitted concentration of half-maximal effect; % is set by controls: 0 for no effect and ±100 for the full control effect; nearly all actives have a fitted effect of over 60% in size
Target sequence (P51450 whole entry, looked up, the tested form may be a part): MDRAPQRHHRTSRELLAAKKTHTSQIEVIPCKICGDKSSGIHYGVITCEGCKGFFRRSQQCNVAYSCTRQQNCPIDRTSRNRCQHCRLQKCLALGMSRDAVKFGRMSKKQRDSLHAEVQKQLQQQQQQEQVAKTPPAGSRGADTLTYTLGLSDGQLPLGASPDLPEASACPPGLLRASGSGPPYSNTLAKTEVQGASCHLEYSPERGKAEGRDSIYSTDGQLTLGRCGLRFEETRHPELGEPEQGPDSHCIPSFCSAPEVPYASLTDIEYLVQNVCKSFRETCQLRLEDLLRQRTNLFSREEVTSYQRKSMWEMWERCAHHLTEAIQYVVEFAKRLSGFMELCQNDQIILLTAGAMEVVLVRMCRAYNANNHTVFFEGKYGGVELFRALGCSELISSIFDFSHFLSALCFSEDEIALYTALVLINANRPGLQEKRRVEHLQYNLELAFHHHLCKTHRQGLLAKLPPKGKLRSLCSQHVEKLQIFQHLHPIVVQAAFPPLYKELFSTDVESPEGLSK
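Using a luciferase readout, inhibitors were identified by reduced reporter activity in Drosophila cells coexpressing a copper-inducible Gal4–ROR gamma fusion and UAS-driven Photinus luciferase, incubated 20 hr after 700 uM copper sulfate.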
Starred values were filed as active, the others as inactive; ? = inconclusive; · = not tested or not shown; [ ] = dose if it differs, or a comment. Unless noted, calls come from the whole dose curve; as a rule, active = well fitted curve in the direction sought with a large enough effect; inconclusive = small, poorly fitted or top-dose-only effect, or another doubt; inactive = no such curve, though single readings can be large; an effect the other way counts as inactive or inconclusive. A portion of the library; rates above refer to the full screens.

SMILES	BRCA1 expr up	FLuc modulator	NPC1 prom act	p53 reactivation	Giardia killer	PKM2 act	ELG1 genotox	Rab9 promoter act	Menin MLL FP TR	VP16 counter	RORg inh
Cc1ccc(NC(=O)CSc2nnc(-c3ccncc3)n2C)cc1C	0%	-7%	-4%	2%	-14	6%	3%	-6%	24%	1%	0%
COc1ccccc1OCCNC(=O)C1CC(=O)N(Cc2ccc(C)cc2)C1 (stereo not drawn)	14%	1%	-1%	0%	4	·	-1%	2%	·	·	·
CC(C)(C)NC(=O)CN(C(=O)C(=O)Nc1ccc2c(c1)OCCO2)C1CC1	2%	-2%	-3%	3%	4	·	0%	10%	4%	-1%	?
COc1ccc(-c2oc(NC(=O)CSc3nncn3C)c(C#N)c2-c2ccc(OC)cc2)cc1	-69%	3%	-1%	0%	2	1%	-3%	3%	?	6%	22%
Cc1ccccc1NS(=O)(=O)c1ccc(Cl)cc1	-17%	4%	-2%	1%	-9	5%	-6%	0%	13%	0%	11%
O=C(CN1C(=O)NC(c2ccccc2)(c2ccccc2)C1=O)NC1CCCC1	-17%	·	-3%	-3%	-26	·	1%	3%	·	·	·
CSCCC(NC(N)=O)C(=O)Nc1ccc(F)c(Cl)c1 (stereo not drawn)	-1%	-1%	1%	-4%	4	-2%	0%	0%	·	-8%	0%
CS(=O)(=O)N(CC(=O)NCc1ccccn1)Cc1ccc(Cl)cc1	-1%	6%	-8%	6%	-8	3%	3%	-10%	18%	-6%	5%
O=C(Nc1ccc2c(c1)OCCO2)c1ccc(Cl)cc1Cl	33%	1.2µM*	0.45µM*	1%	?	-6%	?	0.28µM*	12%	-25%	?
COC(=O)c1ccc(NC(=O)C(=O)NCC2CCCO2)cc1 (stereo not drawn)	51%	?	18%	?	16	-7%	9%	4%	-6%	-3%	4%
O=[N+]([O-])c1ccc2nc(NS(=O)(=O)c3ccc(F)cc3)sc2c1	-51%	-12%	-4%	13%	-8	?	12%	-1%	?	5%	-29%
Cc1ccc([N+](=O)[O-])cc1-c1ccc(/C=N\n2nnnc2N)o1	-5%	6%	-5%	-12%	2	2%	7%	-4%	-4%	-15%	-2%
Cc1nn(Cc2ccccc2)c2c1C(c1cccc(Cl)c1)C(C#N)=C(N)O2 (stereo not drawn)	-5%	-5%	-3%	10%	6	12%	15%	-2%	-1%	11%	-9%
NS(=O)(=O)c1ccc(NC(=O)COC(=O)c2cnc(Cl)c(Cl)c2)cc1	13%	-1%	0%	1%	-7	-1%	1%	0%	·	3%	-2%
Cc1ccc(NC(=O)c2ccc(S(=O)(=O)N3CCOCC3)cc2)c(C)c1	-3%	1%	0%	6%	-2	·	3%	1%	-11%	-12%	-11%
CC(=O)c1cc2c(cc1NC(=O)c1ccc(Cl)cc1)OCCO2	-48%	-4%	-1%	?	5	3%	18%	-2%	?	2%	17%
Cn1nc(C(F)(F)F)cc1C(=O)NC1CCCCCC1	-12%	2%	6%	3%	-13	1%	1%	-1%	-9%	8%	22%
CCOc1ccc(-c2c(C(=O)N/N=C/c3ccc(C)s3)nnn2-c2nonc2N)cc1	-29%	-1%	-3%	-10%	?	3%[0.46 µM]	-5%	-4%	30%[activator]	2.8µM*	2.2µM*
O=C(COC(=O)c1ccc(O)cc1)Nc1ccc(Cl)cc1	-31%	-20%	-2%	-1%	17	6%	-2%	-3%	?	4%	37%
O=C(COc1ccc(Br)cc1)c1ccc2c(c1)CCCC2	19%	?	16%	-1%	20	0%	5%	12%	-4%	3%	27%
O=C(Nc1ccccc1)N1CCN(c2ccc(F)cc2)CC1	42%	2%	-5%	3%	-10	-1%	0%	4%	-11%	1%	-27%
Cc1ccn(CCC(=O)Nc2ccc3c(c2)OCO3)n1	4%	-20%	5%	?	13	·	9%	-1%	·	-1%	19%
NC(=O)c1ccccc1NCC(=O)c1ccc(F)cc1	6%	?	-4%	14%	-8	·	11%	-5%	0%	8%	8%
Cc1cccc(NC(=O)c2cc(N3CCOCC3)nc3ccccc23)c1	-9%	-14%	1%	-7%	2	12%	-1%	-4%	1%	-7%	10%
COCc1ccc(C(=O)N(C)CC2CCCN(CCc3ccc(OC)cc3)C2)o1 (stereo not drawn)	13µM*	17µM*	?	?	-4	·	?	?	-15%	?	11%
CC1Cc2cc(S(=O)(=O)N3CCC(C(=O)N4CCN(c5ccccc5F)CC4)CC3)ccc2N1C(=O)C1CC1 (stereo not drawn)	0%	2%	-5%	-4%	-5	·	-14%	-4%	·	-3%	8%
CN1CCc2nc3sc(C(=O)C45CC6CC(CC(C6)C4)C5)c(N)c3cc2C1	-19%	?	1%	-5%	-7	0%	-5%	7%	?	-9%	20%
COc1ccc2cc(-c3ccccc3)ncc2c1	?	0.54µM*	0.56µM*	?	-18	-6%[11.5 µM]	2.9µM*	0.45µM*	1%	?	?
COc1cc(C)c(CN2CCN(C(C)C(=O)NC(C)c3ccccc3)CC2)cc1OC (stereo not drawn)	0%	-1%	-4%	-10%	4	1%	-26%	5%	-15%	-17%	3%
CC1=CC(C)(C)N(C)C(=O)N1c1ccc(Cl)cc1	50%	?	2%	-2%	44[activator]	-10%	-2%	-2%	-10%	-10%	28%
Cc1cc([N+](=O)[O-])cnc1NC(C)c1ccccc1 (stereo not drawn)	-15%	-2%	-4%	1%	-14	-13%	-4%	-1%	3%	5%	4%
Cc1c(Cl)cccc1NC(=O)C(=O)NNS(=O)(=O)c1ccc(F)cc1	-6%	5%	0%	2%	14	1%	-2%	0%	15%	4%	7%
COC(=O)c1[nH]c2cc(OC)c(OC)cc2c1NC(=O)Oc1ccccc1	6%	?	0%	-4%	4	-1%	8%	-7%	-7%	9%	9%
CC1(c2nnc(Cc3ccccc3)o2)CC(c2ccc([N+](=O)[O-])cc2)=NO1 (stereo not drawn)	15%	6%	2%	1%	-19	-1%	-1%	-7%	·	?	68%
Cc1cc(Cl)ccc1OCC(=O)OC(C)C(=O)N(C)C (stereo not drawn)	17%	-9%	2%	-3%	11	-2%	0%	12%	-1%	3%	-31%
O=C(CSc1nc2ccccc2s1)NCCOc1ccc(Cl)cc1	-6%	-8%	1%	3%	2	0%	-2%	-4%	2%	3%	24%

Structures listed above marked active in RORg inh.
| SMILES | BRCA1 expr up | NPC1 prom act | p53 reactivation | PKM2 act | Rab9 promoter act | Menin MLL FP TR | RORg inh |
| --- | --- | --- | --- | --- | --- | --- | --- |
| CCOc1ccc(-c2c(C(=O)N/N=C/c3ccc(C)s3)nnn2-c2nonc2N)cc1 | -29% | -3% | -10% | 3%[0.46 µM] | -4% | 30%[activator] | 2.2µM* |

Continuation:
SMILES	BRCA1 expr up	FLuc modulator	NPC1 prom act	p53 reactivation	Giardia killer	PKM2 act	ELG1 genotox	Rab9 promoter act	Menin MLL FP TR	VP16 counter	RORg inh
O=C(Nc1cccc(C(F)(F)F)c1)c1cc(-c2ccc(F)cc2)on1	0%	?	-1%	?	-4	3%	?	-3%	·	8%	18%
COc1ccc(OCC(O)Cn2c(=N)n(Cc3ccccc3)c3ccccc32)cc1 (stereo not drawn)	-112%[inhibitor]	0%	-4%	-13%	44[activator]	1%	-14%	-16%	?	-9%	?
c1ccc(-c2noc(-c3cccs3)n2)nc1	-84%[inhibitor]	3µM*	0.4µM*	-1%	-17	-34%	?	0.35µM*	-15%	13µM*	1.3µM*
CC(C)CCC(=O)N1CCOC1=O	-3%	3%	-3%	9%	-29	1%	0%	1%	-4%	2%	-1%
COc1ccc(S(=O)(=O)N2CCCC(C(=O)NCc3ccccn3)C2)cc1 (stereo not drawn)	-15%	0%	-2%	5%	-1	-6%	0%	-2%	3%	3%	10%
Cc1cnc(C(=O)OCC(=O)NC(C)CCc2ccccc2)cn1 (stereo not drawn)	2%	2%	-4%	0%	15	2%	2%	3%	8%	8%	-10%
CCOc1ncccc1C(=O)NCCc1ccc(S(N)(=O)=O)cc1	-11%	-2%	0%	-4%	16	0%	-4%	-4%	2%	11%	-19%
CC1CN(C(NC(=O)C(C)(C)C)C(Cl)(Cl)Cl)CC(C)O1 (stereo not drawn)	24%	6%	2%	0%	-6	-2%	-1%	0%	-15%	-5%	15%
Cc1ccc(N2C(=O)c3ccc(C(=O)N4CCOCC4)cc3C2=O)cc1C	3%	-9%	0%	-2%	4	-2%	-4%	-4%	-2%	9%	24%
O=C(Nc1cc(S(=O)(=O)N2CCOCC2)ccc1O)c1ccc(NS(=O)(=O)c2ccc(Cl)s2)cc1	2%	-1%	0%	0%	-27	4%	2%	0%	?	-16%	33%
